# Compound activity from PubChem BioAssay.
# KCNH2 WT inh – qHTS for Inhibitors of KCHN2 3.1: Wildtype qHTS; 340,000 tested, 0.37% active; U2OS, BacMam KCNH2, thallium flux FluxOr; stronger effect = lower value; activity change, % at 1.84 µM; Voltage-gated inwardly rectifying potassium channel KCNH2 (Homo sapiens), Q12809;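 active = maximum activity change below -70%; inconclusive = maximum activity change between -70% and -50%; inactive = maximum activity change above -50%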; also: % is scaled to controls: 0 for no effect and ±100 for the full control effect
#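 U2OS cells were transduced with wild-type KCNH2 virus (2.03 x 10^8 / mL) for 4 h at room temperature, then cultured overnight at 37 C. Thallium flux was read with FluxOr dye. Rate constants were normalized to DMSO controls.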
# S-ASM inh – Inhibitors of Secretory Acid Sphingomyelinase (S-ASM): qHTS | Sphingomyelin phosphodiesterase (Homo sapiens), P17405 | placental ASM, HMU-PC fluorogenic substrate, 60 min | Potency, µM (series often up to 57.5 µM), without a hit: top-dose activity change, negative = inhibition, most hits filed as inhibitors | 340,000 tested, 0.006% active; also: potency is read from the fitted curve at half-maximal effect
#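 qHTS format. ASM enzyme prepared from human placenta hydrolyses the fluorogenic substrate HMU-PC0 (9 uM final) over 60 min at 37 °C after a 10 min compound preincubation.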
# PKM2 act – qHTS Assay for Activators of Human Muscle isoform 2 Pyruvate Kinase | Pyruvate kinase PKM (Homo sapiens), P14618 | Potency, µM (titrated, usually from 57.5 µM), for inactives: at the highest dose activation, hits mostly activators | 260,000 tested, 0.34% active | purified PKM2, Kinase-Glo ATP luminescence, activation; response scale: 0% is enzyme alone, no compound; also: potency is read from the fitted curve at half-maximal effect; % is scaled to controls: 0 for no effect and ±100 for the full control effect; nearly all actives have a fitted effect of over 55% in size
#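 Purified hPK-M2 (>95%) run at intermediate activity with 0.1 mM ADP and 0.5 mM PEP in 50 mM imidazole pH 7.2, KCl, MgCl2; 1 h room temperature. ATP formed read by Kinase-Glo luminescence; normalized to uninhibited and no-enzyme controls.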
# TSHR antag – Antagonists of the Thyroid Stimulating Hormone Receptor: HTS campaign. activity change, negative = inhibition, % at 11.5 µM. Thyrotropin receptor (Homo sapiens), P16473. AID 504810, 2011. TSHR-expressing cells, TSH-stimulated cAMP HTRF, 2 h; stronger effect = lower value. 330,000 tested, 0.2% active;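 active = activity change below a set negative limit, meaning inhibition stronger than a set level, cut at about -70% in these data; inconclusive = activity change between two set negative limits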; also: % is scaled to controls: 0 for no effect and ±100 for the full control effect
#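 Read-out is FRET at 665 nm (cryptate excitation 337 nm) from a cryptate-tagged anti-cAMP antibody, competed by cell cAMP against cAMP-d2. Compounds are tested on freshly harvested TSHR cells challenged with 4nM TSH (EC80) for 2 hours at 37 deg C.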
# Menin-MLL TR inh – qHTS Assay for Inhibitors Targeting the Menin-MLL Interaction in MLL Related Leukemias: Competition With Texas Red Labeled MLL-derived Mutant Peptide; O00255; Menin + Texas Red MLL mutant peptide, fluorescence polarization; Potency, µM (highest dose often 61.6 µM), without a hit: top-dose FP activity change, negative = inhibition, hits mostly inhibitors; 270,000 tested, 0.23% active; AID 1768, 2009; active = well fitted inhibition curve with a large enough effect in the polarisation, with a control signal flat, not every such curve was filed as active; inconclusive = small, poorly fitted or top-dose-only effect, or effect the other way, or a change in a side signal; inactive = no such curve, though single readings can be large or run the other way; the % refers to the polarisation; also: potency is read from the fitted curve at half-maximal effect; % of control where 0% means no effect; many of its hits are not listed in these tables
# Eya2 inh – qHTS Assay for Inhibitors of the Phosphatase Activity of Eya2 | recombinant Eya2, OMFP fluorescence dephosphorylation (OMFP is methylfluorescein phosphate) | Potency, µM (highest dose often 76.9 µM), without a hit: at the top dose activity, negative = inhibition, usual class: inhibitors | 330,000 tested, 0.006% active | AID 488837, 2010; also: potency is read from the fitted curve at half-maximal effect; % is scaled to controls: 0 for no effect and ±100 for the full control effect
#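 Eya2 (0.2 uM) preincubated 10 min at ambient with compound, then OMFP substrate added at 50 uM; 10 min reaction in 50 mM HEPES pH 7.5, 50 mM NaCl, 5 uM MgCl2, 0.05% BSA, 1 mM DTT. Fluorescence read at Ex 485/Em 525 nm.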
# USP2a inh – qHTS Assay for Inhibitors of Ubiquitin-specific Protease USP2a Using CHOP2 as the Reporter; 330,000 tested, 0.01% active; Potency, µM (series often up to 38.3 µM), for inactives: at the top dose activity change, negative = inhibition, usual class: inhibitors; USP2 core, Ub-CHOP2 coupled fluorogenic reporter, 485/531;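 also: potency is read from the fitted curve at half-maximal effect; plate controls were DMSO wells for no effect and full inhibition by NEM control for full effect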
# Target sequence (O75604 whole entry, looked up): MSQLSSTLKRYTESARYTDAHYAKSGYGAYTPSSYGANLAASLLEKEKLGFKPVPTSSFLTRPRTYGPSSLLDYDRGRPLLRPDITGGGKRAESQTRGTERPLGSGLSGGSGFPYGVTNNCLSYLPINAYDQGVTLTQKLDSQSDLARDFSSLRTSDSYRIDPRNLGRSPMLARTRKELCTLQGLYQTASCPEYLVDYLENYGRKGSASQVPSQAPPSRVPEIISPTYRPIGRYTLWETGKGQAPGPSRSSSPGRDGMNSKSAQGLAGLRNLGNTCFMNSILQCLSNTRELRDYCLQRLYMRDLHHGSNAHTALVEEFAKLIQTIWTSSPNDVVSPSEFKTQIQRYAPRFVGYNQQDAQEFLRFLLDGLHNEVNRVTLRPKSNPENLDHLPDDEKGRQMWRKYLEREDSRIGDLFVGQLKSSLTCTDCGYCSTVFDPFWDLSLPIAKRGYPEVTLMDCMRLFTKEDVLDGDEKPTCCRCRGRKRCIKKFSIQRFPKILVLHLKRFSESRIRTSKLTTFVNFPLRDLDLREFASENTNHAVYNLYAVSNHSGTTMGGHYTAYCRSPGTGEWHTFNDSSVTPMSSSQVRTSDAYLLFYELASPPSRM
#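 Deubiquitinase activity read as fluorescence (485/531 nm) after Ub-CHOP2 cleavage activates the enterokinase reporter on its substrate; USP2 core 10nM, Ub-CHOP2 and substrate 25nM each, 30min compound preincubation then 60min RT; data normalized to NEM, curves fitted.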
# Mito fusion yeast – qHTS Assay for Small Molecule Inhibitors of Mitochondrial Division or Activators of Mitochondrial Fusion. S. cerevisiae fusion-defective mutant growth rescue, CellTiterGlo 48 h. Potency, µM (top dose mostly 46.1 µM), inactives show top-dose growth rescue (activation), usual class: activators. 320,000 tested, 0.23% active. AID 485298, 2010;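 also: potency is read from the fitted curve at half-maximal effect; % of control where 0% means no effect; nearly all actives have a fitted effect of over 45% in size; temperature-sensitive fusion mutants such as fzo1-1 at 37 °C on non-fermentable ethanol glycerol medium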
#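 Compounds are tested for their ability to restore growth of mitochondrial fusion-defective yeast strains at non-permissive 37C in YPEG medium over 48 hours. Viability is quantified by luciferase luminescence.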
# MBNL1 CUG block – qHTS Assay for Inhibitors of MBNL1-poly(CUG) RNA binding; TR-FRET MBNL1-His/biotin-(CUG)12 binding, 665/545 ratio; 280,000 tested, 0.036% active; AID 2675, 2010; Potency, µM (doses to about 57.5 µM), for the others: top-dose activity change, negative = inhibition, hits mostly inhibitors; Muscleblind-like protein 1 (Homo sapiens), Q9NR56; active = well fitted inhibition curve with a large enough effect in the signal ratio, with a control signal flat, not every such curve was filed as active; inconclusive = small, poorly fitted or top-dose-only effect, or effect the other way, or a change in a side signal; inactive = no such curve, though single readings can be large or run the other way; the % refers to the signal ratio; also: potency is read from the fitted curve at half-maximal effect; % is scaled to controls: 0 for no effect and ±100 for the full control effect
# Target sequence (Q9NR56 whole entry, looked up): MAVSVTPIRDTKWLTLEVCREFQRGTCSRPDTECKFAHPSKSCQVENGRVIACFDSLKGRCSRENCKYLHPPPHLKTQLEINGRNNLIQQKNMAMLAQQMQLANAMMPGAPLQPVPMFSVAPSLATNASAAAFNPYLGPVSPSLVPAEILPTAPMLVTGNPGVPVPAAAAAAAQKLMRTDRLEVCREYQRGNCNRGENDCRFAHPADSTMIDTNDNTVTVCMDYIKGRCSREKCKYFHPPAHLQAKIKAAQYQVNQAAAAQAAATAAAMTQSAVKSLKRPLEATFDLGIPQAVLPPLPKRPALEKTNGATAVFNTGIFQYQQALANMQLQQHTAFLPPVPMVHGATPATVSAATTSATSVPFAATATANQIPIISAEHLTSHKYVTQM
#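 Compounds (final 92 nM to 58 uM) are added to His-tagged MBNL1 and biotin-(CUG)12, then terbium anti-His antibody and streptavidin-XL665 (5 nM final). After 60 min at room temperature, the 665/545 nm ratio is read.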
# Chronic BCR inh – qHTS Assay to Find Inhibitors of Chronic Active B-Cell Receptor Signaling. ABC-DLBCL IkBa-CBG/CBR reporter, luminescence ratio, 4 h. Potency, µM (doses to about 46.1 µM), without a hit: at the highest dose ratio change, negative = lower green/red ratio, most hits filed as inhibitors. 340,000 tested, 0.05% active; active = well fitted inhibition curve with a large enough effect in the signal ratio, with a control signal flat, not every such curve was filed as active; inconclusive = small, poorly fitted or top-dose-only effect, or effect the other way, or a change in a side signal; the % refers to the signal ratio;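 also: potency is read from the fitted curve at half-maximal effect; plate controls were basal doxycycline-induced cells for no effect and cells given 10 µM MG132 for full effect; MG132 reads +100%, hits lower the ratio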
#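 Compounds up to 46 uM were incubated four hours with TMD8 cells whose green CBG68 luciferase is fused to IkappaBalpha; red CBR luminescence normalised the signal, and concentration-effect curves were fitted to fusion, red and ratio data.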
# GALK inhibitor – qHTS Assay for Inhibitors of Human Galactokinase (GALK). Purified GALK, Kinase-Glo residual ATP luminescence. P51570. 270,000 tested, 0.007% active. AID 1868, 2009. Potency, µM (top dose mostly 57.5 µM), for inactives: at the top dose activity change, negative = inhibition, actives largely listed as inhibitors; also: potency is read from the fitted curve at half-maximal effect; % is scaled to controls: 0 for no effect and ±100 for the full control effect
#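 Galactose (100 uM) and ATP (35 uM) were turned over by 5 nM GALK for 1 h at RT. Kinase-Glo Plus then converted the remaining ATP into a luminescent signal.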
# * hit, by the source's call; u = inconclusive; x = not tested or not shown; [ ] = dose if it differs, or a comment. Unless noted, calls follow the shape of the dose curve; as a rule, active = well fitted curve in the direction sought with a large enough effect; inconclusive = small, poorly fitted or top-dose-only effect, or another doubt; inactive = no such curve, though single readings can be large; an effect the other way counts as inactive or inconclusive.
SMILES,KCNH2 WT inh,S-ASM inh,PKM2 act,TSHR antag,Menin-MLL TR inh,Eya2 inh,USP2a inh,Mito fusion yeast,MBNL1 CUG block,Chronic BCR inh,GALK inhibitor
CCCCC1=CC2=C(c3ccco3)C(=O)C(C)(OC(=O)c3ccc(OC)cc3)C(=O)C2=CN1CC1CC1 (stereo not drawn),1.1,-15.1%,5.2%[11.5 µM],-5.8,2.1%[11.7 µM],0.7%,0.0%,3.9%,43.3%[activator],-3.7%,3.5%
CCOc1ccc(C2NC(=O)Cc3cc(OC)c(OC)cc32)cc1 (stereo not drawn),-2.9,-1.8%,x,-5.5,11.7%,-25.8%,0.5%,10.7%,-5.2%,-7.4%,x
O=C(Cn1nnc2ccccc21)c1ccc(Br)cc1,-0.5,-0.6%,-1.3%,-1.0,x,-7.8%,0.0%,2.8%,-8.5%,8.0%,x
CCCCC(=O)Oc1ccccc1C1SCc2cc(C)c(C)cc2CS1,0.5,-4.0%,-3.3%,31.4,6.8%,-5.2%,2.1%,1.4%,6.2%,4.9%,-0.3%
C=CC[N+]1(CC=C)CCOCC1,-15.8,5.6%,0.1%,-3.6,-6.3%,-0.3%,-1.8%,-12.0%,0.7%,-12.2%,-2.4%
Cc1ccc(C(=O)Nc2nc3ccc(S(C)(=O)=O)cc3s2)s1,5.9,-3.9%,-8.2%,0.7,-15.5%,-6.6%,2.2%,8.7%,46.0%[activator],-3.2%,4.0%
O=C(/C=C/c1nc2ccccc2s1)N1CCCCCC1,24.0,4.5%,1.0%,-9.5,5.7%,8.7%,2.6%,3.4%,u,u,1.2%
CN(C)S(=O)(=O)c1cccc(NC(=O)CSc2nc3c(cc2C#N)C(=O)CC(C)(C)C3)c1,3.4,-6.1%,-3.8%,-20.0,15.4%,8.2%,3.2%,-5.5%,-2.3%,u,0.7%
O=C(Nc1cccnc1Cl)c1ccc2c(Cl)c3c(nc2c1)CCC3,-8.6,-9.6%,5.0%,-14.1,-15.9%,4.8%,2.3%,29.0%,23.2%,u,6.6%
CCN(CC)CCCNC(=O)c1cn(CC)c2cc(N3CCN(C(=O)c4ccco4)CC3)c(F)cc2c1=O,-5.5,15.9%,x,-5.2,-17.3%,-5.8%,1.6%,1.1%,1.5%,0.5%,-4.3%
Cc1nc(-c2ccc(S(=O)(=O)N3CCCN(CCc4ccccc4)CC3)s2)cs1,28.5,-0.2%,11.3%,7.2,x,-1.6%,-1.7%,-4.7%,u,-0.7%,-0.5%
CN(C(=O)OC(C)(C)C)[C@H](Cc1ccccc1)C(=O)N[C@H]1CCCCNC1=O,-13.7,-0.5%,x,-8.3,x,-15.9%,-0.3%,x,x,2.5%,x
C=CCNCCOc1ccc(C(C)(C)c2ccccc2)cc1,10.3,x,4.9%,1.7,-15.5%,4.2%,3.4%,-0.6%,x,-4.0%,0.2%
NC(=O)c1ccc(Nc2ccc3c(c2)CCC3)c([N+](=O)[O-])c1,-0.6,-12.4%,x,10.7,-23.3%,2.6%,-7.2%,20.6%,u,-3.2%,4.4%
CC(=O)Nc1cccc(C(=O)/C=C/c2ccc(/C=C/C(=O)c3cccc(NC(C)=O)c3)cc2)c1,x,x,-2.6%,-18.5,7.9%,-3.2%,-0.3%,-4.5%,u,u,0.0%
COc1cc(CCC(=O)N2CCN(S(=O)(=O)c3ccc(C)c(C)c3)CC2)cc(OC)c1OC,x,-1.9%,4.6%,1.5,-5.1%,2.6%,0.7%,-0.8%,3.6%,-0.8%,0.4%
COc1ccc(S(=O)(=O)N(C)CC(=O)NCC2CCCO2)cc1OC (stereo not drawn),9.1,-2.3%,x,-5.3,10.1%,9.1%,0.2%,0.8%,-2.3%,2.0%,-0.7%
CN1CCOc2ccc(S(=O)(=O)N3CCN(S(=O)(=O)c4c(F)cccc4F)CC3)cc21,x,x,x,-3.7,x,-15.1%,0.0%,1.1%,x,u,x
Cc1ccc(S(=O)(=O)c2c(COC(=O)c3ccc(Cl)cc3)c(-c3ccccc3)nn2C)cc1,-6.2,-1.7%,-0.3%,-2.5,14.2%,-1.4%,-0.3%,-0.4%,-3.2%,6.6%,4.1%
CCn1nc(C)c(/C=N/NC(=O)Cn2nnc(N)n2)c1C,1.9,1.9%,-0.4%,4.2,x,-21.9%,1.2%,-2.1%,2.9%,-0.5%,0.1%
N=C(N)SCc1ccccn1,-14.7,2.9%,9.5%,16.9,-12.0%,9.7%,2.0%,24.5%,9.6%,-0.5%,2.3%
CCOc1cc(CNCc2cccnc2)cc(Br)c1OCC(N)=O,-5.9,0.7%,1.4%,2.8,-23.0%,-7.1%,-0.2%,0.5%,-1.7%,1.4%,-0.5%
COc1ccccc1/C=C/C(=O)NC1CC2CCC1C2 (stereo not drawn),5.9,-0.8%,-3.3%,-8.2,-2.2%,-13.2%,-1.1%,-2.0%,5.8%,u,-6.4%
CCCn1cc(S(=O)(=O)c2ccc(Cl)cc2)c(=O)c2cc(OC)ccc21,8.1,-6.8%,x,3.6,x,-3.0%,1.4%,3.8%,-3.3%,5.7%,4.7%
O=S(=O)(NCCSCc1c(Cl)cccc1Cl)c1ccc2c(c1)OCCO2,-2.0,-0.4%,u,0.3,2.3%,-14.0%,2.7%,-6.6%,6.3%,4.9%,-3.6%
CN(CCc1ccccn1)C(=O)CCC1CCCN(C(=O)c2ccc3c(c2)OCCO3)C1 (stereo not drawn),-0.2,-1.1%,-8.0%,-4.4,-4.6%,2.9%,0.9%,-4.0%,u,0.3%,1.8%
CCC(=O)C1CCCN(C(=O)CCc2nnc(-c3ccc4c(c3)OCO4)o2)C1 (stereo not drawn),-8.5,3.9%,-1.3%[0.46 µM],5.1,6.1%,-7.0%,-0.4%,-2.0%,0.0%,0.5%,5.8%
O=C(COC(=O)CCCc1nc2ccccc2s1)NC(=O)NCc1ccco1,-12.8,-1.9%,1.9%,3.6,-13.6%,-5.3%,0.7%,7.9%,-2.8%,u,14.6%
Cc1ccc(NC(=S)NCc2ccc(Cl)cc2)c(OC(F)F)c1,-25.9,-2.0%,1.6%,9.1,45.6%[activator],-13.6%,-2.1%,-9.9%,-3.1%,-2.4%,4.2%
O=Cc1ccnc(-c2ccc(OC(=O)c3ccco3)cc2)n1,-0.5,-0.5%,-25.7%,12.5,29.8%,12.4%,-0.6%,-5.0%,-18.2%,u,3.6%
Cc1nc2ccccc2c(=O)n1NC(=O)c1ccccc1Br,-6.4,-1.4%,x,8.8,14.4%,-11.8%,-0.9%,-3.0%,-2.4%,-0.6%,1.4%
CC1CCCCN1C(=O)c1ccccc1NC(=O)c1ccco1 (stereo not drawn),-0.3,1.1%,6.7%,-1.6,10.0%,19.4%,-1.2%,-3.2%,4.4%,-4.5%,-1.5%
Cc1ccc(CSCCNC(=O)CN(c2cccc([N+](=O)[O-])c2)S(C)(=O)=O)cc1,3.4,0.5%,1.6%,-8.4,0.2%,-18.8%,1.1%,2.0%,u,-4.6%,-2.9%

# Only part of the results is shown, so the mix of outcomes need not match the whole.
